Screening results deposited in PubChem BioAssay by several laboratories.
PDI turbidity: inhibitors of human protein disulfide isomerase; PDI insulin aggregation turbidity, A650, 90 min; P07237; 350,000 tested, 0.052% active; inhibition, % at 10 µM;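 active = mean inhibition across replicates of 30% or more, whatever share of single replicates reach that level; inconclusive = mean inhibition below 30% while every single replicate reaches 30%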;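 also: absorbance from insulin aggregation driven by PDI reduction with DTT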
CaV13 ICDI inh: Disruptors of the CACNA1D IQ motif to Ca2+-dependent inactivation inhibitor domain association, primary screening, Förster resonance energy transfer in intact living … | inhibition, % at 12.3 µM | 340,000 tested, 0.098% active | AID 743397 | HEK cells, CFP/YFP FRET ICDI-IQ, plate reader, 10 min; percent FRET-ratio fall versus neutral wells;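 active = mean replicate inhibition of at least 30% and at least 1% of replicates passing that level; inconclusive = only one of the two criteria is met; inactive = neither criterion is met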;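 also: 0% = median of the neutral control wells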
Exocytosis inh: blocks lytic granule exocytosis. inhibition, % at 10 µM. TALL-104 LAMP-1 surface exposure, flow cytometry; cells stimulated with thapsigargin and PMA. 360,000 tested, 0.66% active. AID 651702;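 active = inhibition above about 55%, limit read from the data; inconclusive = no clear call, values can overlap the other calls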
ABCB6 inh MLPCN: inhibitors of human ABC transporter ABCB6. K562-ABCB6 porphyrin accumulation, flow cytometry, 1 h; stronger effect = lower value. fluorescence ratio to DMSO, % at 10 µM. 360,000 tested, 0.19% active. AID 602162;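 active = fluorescence ratio to DMSO below 75%, the collection mean minus 3 SD; inconclusive = too few cells collected in the well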;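 also: signal is porphyrin accumulated inside mitochondria; 100% equals median channel fluorescence of DMSO control wells; lower ratio means ABCB6 inhibition with less porphyrin fluorescence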
Target sequence (Q9NP58 whole entry, looked up): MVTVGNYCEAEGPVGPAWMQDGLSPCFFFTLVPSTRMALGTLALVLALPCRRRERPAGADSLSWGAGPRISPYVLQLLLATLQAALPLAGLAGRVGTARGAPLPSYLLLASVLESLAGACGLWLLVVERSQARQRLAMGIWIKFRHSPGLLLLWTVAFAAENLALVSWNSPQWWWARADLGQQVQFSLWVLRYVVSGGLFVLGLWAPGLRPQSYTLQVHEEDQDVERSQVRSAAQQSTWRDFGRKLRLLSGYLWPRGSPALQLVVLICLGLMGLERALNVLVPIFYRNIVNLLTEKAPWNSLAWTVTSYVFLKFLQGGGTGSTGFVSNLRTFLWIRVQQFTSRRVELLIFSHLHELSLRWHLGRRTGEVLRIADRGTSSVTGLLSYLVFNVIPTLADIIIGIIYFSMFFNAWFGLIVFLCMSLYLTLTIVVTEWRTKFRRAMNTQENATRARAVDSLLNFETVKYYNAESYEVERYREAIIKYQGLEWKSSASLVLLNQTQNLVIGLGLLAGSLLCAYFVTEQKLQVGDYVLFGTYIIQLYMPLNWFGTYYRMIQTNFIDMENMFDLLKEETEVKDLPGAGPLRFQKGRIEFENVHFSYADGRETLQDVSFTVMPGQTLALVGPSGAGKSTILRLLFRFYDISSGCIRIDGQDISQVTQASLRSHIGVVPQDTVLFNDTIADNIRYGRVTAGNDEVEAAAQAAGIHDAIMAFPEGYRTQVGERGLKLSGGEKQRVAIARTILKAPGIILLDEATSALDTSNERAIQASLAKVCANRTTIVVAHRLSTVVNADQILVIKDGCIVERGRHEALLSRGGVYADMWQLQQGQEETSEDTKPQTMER
m5-HT2A agonist: agonists of mouse serotonin 5-HT2A receptor (HTR2A). P35363. CHO-K1 mHTR2A beta-arrestin complementation, luminescence; percent of 30 µM serotonin response. activation, % at 7.6 µM. 360,000 tested, 0.66% active. AID 624169;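 active = activation above a run cutoff, the mean activation of all tested compounds plus 3 SD, cut at about 14% in these data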;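 also: 0% = plate median of compound wells and 100% = 30 µM serotonin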
MC4R barr agon: human MC4R agonism via beta-arrestin. 360,000 tested, 0.98% active. activation, % at 8.9 µM. P32245. U2OS MC4R beta-arrestin complementation, luminescence; percent of melanotan II response, DMSO zero;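 active = activation above a per-plate cutoff, the mean activation of sample wells on that plate plus 3 SD, cut at about 8% in these data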
Glyco luc inh: N-linked glycosylation inhibition; D54 ERlucT glycosylation luciferase reporter, 24 h; percent of 100 nM tunicamycin response; reporter increase, % at 12.5 µM; 360,000 tested, 0.23% active;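 active = mean luciferase reporter signal, scaled so untreated is 0 and the glycosylation-blocking control 100, at or above a set limit in every replicate; inconclusive = mean reaches the limit but not every replicate does; inactive = mean below the limit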;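 also: luciferase carries N-glycosylation sites so blocking glycosylation raises the light; 0% = median of neutral control wells and 100% = median of 100 nM tunicamycin wells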
Cardio protect: modulators protecting cardiomyocytes from myocardial damage; H9c2 cardiomyocytes, H2O2 injury protection, ATPLite, 2 h; protection from H2O2 cell death, % at 20 µM; 360,000 tested, 0.63% active;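 active = compounds giving at least 50% protection of heart cells from peroxide-induced death in the single-dose screen, raw or plate-pattern-corrected value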;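 also: 0% = DMSO wells with peroxide and 100% = DMSO wells without peroxide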
MC4R antagonist: human MC4R antagonism in cAMP assay; P32245; MC4R-expressing cells, MTII-stimulated cAMP, LANCE TR-FRET; inhibition, % at 6.5 µM; 360,000 tested, 0.48% active; AID 540295;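 active = inhibition above its plate's cutoff, the mean of tested wells on that plate plus 3 SD, cut at about 29% in these data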;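 also: 0% = Melanotan II alone and 100% = Melanotan II plus saturating MCL0020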
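Assay system: U2OS-MC4R stable cell line; Also added: Melanotan II; Technique: Eu-cAMP/anti-cAMP TR-FRET, emission 671 nm; Times: 30-min compound, 1-h challenge, 1-h detection, room temperature.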
ABHD5 PLIN5 PPI: ABHD5-PLIN5 protein interaction inhibition; Q00G26+Q8WTS1; Split G. princeps luciferase complementation, luminescence, 4 h; inhibition, % at 4 µM; 360,000 tested, 0.78% active; AID 602281;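 active = inhibition above the mean inhibition across every tested compound plus 3 SD, cut at about 22% in these data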;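 also: 0% = DMSO only wells and the 100% control is not disclosed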
Active calls of the source: *; ? = inconclusive; nt = not tested or not shown.

item	molecule	PDI turbidity	CaV13 ICDI inh	Exocytosis inh	ABCB6 inh MLPCN	m5-HT2A agonist	MC4R barr agon	Glyco luc inh	Cardio protect	MC4R antagonist	ABHD5 PLIN5 PPI
1	CC(C)(C)[C@H]1COC(=O)CC/C=C\C[C@@H](CC(=O)N(CCO)Cc2ccccc2)C(=O)N1	7	-2	-2	100	4	0.4	0	-3	8	-10
2	CCN(CCO)c1nc(NCc2ccccc2)c2cnn(C)c2n1	-4	-8	1	94	4	-1.3	-3	-1	-10	0
3	Cc1ccc(OCC(=O)N2N=C(c3cccnc3)CC2(O)C(F)(F)F)cc1C (configuration not stated)	-4	-1	2	99	6	1.4	-10	-7	-1	5
4	CCc1ccc(Nc2cnn(C34CC5CC(CC(CC(=O)O)(C5)C3)C4)c(=O)c2Cl)cc1	4	-6	10	99	4	0.8	0	7	8	-9
5	Cc1ccc(C)c(CN2C(=O)C3(OCCCO3)c3ccccc32)c1	-3	-4	3	105	-1	0.2	-3	-5	-2	-2
6	COc1c2c(c(CCC(=O)O)c3c1C=CC(C)(C)O3)OC(C)(C)C=C2	nt	nt	-2	103	1	-2.4	0	-2	2	-5
7	O=C(CCc1nc(-c2ccc(Cl)cc2)no1)NCC1CCCO1 (configuration not stated)	-3	-2	?	103	0	-1.2	2	3	17	3
8	O=C(O)CC/C(=N\NC(=O)c1ccc(F)cc1)c1ccc(Br)cc1	2	-6	-1	97	-1	0.8	0	0	0	-2
9	Cc1ccc(C)c(C(=O)CCC(=O)NNC(=O)Cn2nc(C)cc2C)c1	0	-6	-2	98	-3	-3.4	4	-5	1	-1
10	Cc1ccc(N2C(=O)C3CCC(C)(C2=O)C3(C)C)cc1 (configuration not stated)	-2	-3	2	97	-2	3.9	0	13	5	4
11	COc1ccc(S(=O)(=O)N2CCOC2CNC(=O)C(=O)NCc2ccccc2Cl)cc1 (configuration not stated)	6	-11	-12	99	-6	-4.0	-2	-4	3	-4
12	CC(C)Cn1cc(F)c(=O)n(CC(C)C)c1=O	2	-5	2	95	4	-1.1	1	2	3	7
13	O=C1c2ccccc2C(=O)C12Cc1ccccc1N1CCN(c3ccccc3)CC12 (configuration not stated)	-2	-5	-5	94	2	-2.3	-3	4	13	0
14	CCCc1ccc(C(=O)CCC(=O)O)cc1	-2	0	-2	98	1	-0.7	1	-7	0	-2
15	COc1ccc2c(c1OC)C(=O)N1c3ccccc3N=C(c3ccc([N+](=O)[O-])cc3)CC21 (configuration not stated)	-4	-16	0	92	0	-0.8	0	1	-3	-17
16	CCCCN1Cc2cc(C(=O)c3cc(F)ccc3O)cnc2NC1=O	19	-2	0	94	-7	-1.4	1	11	6	13
17	Cc1cc(C(=O)OCC(=O)N2CCCCCC2)ccc1[N+](=O)[O-]	11	-6	4	94	4	-0.1	0	2	6	6
18	O=C(Nc1ccc2nccnc2c1)c1ccco1	4	-3	-4	101	1	-3.5	0	19	9	-2
19	CCOc1ccc(-n2c(N)c(-c3nc4ccccc4n3C)c3nc4ccccc4nc32)cc1	3	-6	7	95	-3	-1.7	2	-12	-2	-4
20	Cn1cnc2nc(Cl)nc(Cl)c21	3	-6	0	112	0	-2.0	7	-2	-9	-1
21	CCN1CCN(C(c2cccs2)C(C)NC(=O)CC(C)C)CC1 (configuration not stated)	5	-4	-3	106	-1	-1.5	-1	2	12	-4
22	O=C(NCCCn1ccnc1)c1nn2c(C(F)(F)F)cc(-c3ccccc3)nc2c1Cl	-8	-6	2	99	0	-1.0	3	11	2	2
23	COc1ccc(-n2c(SC(C)C(=O)Nc3ccc(NC(C)=O)cc3)nc3ccccc3c2=O)cc1OC (configuration not stated)	-10	-18	12	99	-2	-0.9	0	2	3	2
24	CC(=O)Nc1c(F)cc(Br)cc1F	-3	-21	-1	101	-4	-1.4	1	0	1	-2
25	COc1cc(OC)cc(C(=O)Nc2nnc(NC(=S)Nc3ccccc3)s2)c1	-1	nt	13	97	3	0.4	9	36	2	5
26	CCCCn1c(=O)n(CC(=O)Nc2ccc(C)c(Cl)c2)c(=O)c2c1ncn2Cc1ccco1	7	-1	-2	97	-4	-2.6	-1	1	3	36*
27	COc1ccc(C2=NS(=O)(=O)N(C)C(C(=O)NC(C)c3ccccc3)=C2)cc1OC (configuration not stated)	nt	-2	0	99	-2	-0.5	1	12	-1	-2
28	Cn1c(C=O)c(C#CC(C)(C)O)c2ccccc21	0	-10	-4	111	3	2.0	1	7	-5	-11
29	CCOC(=O)C1CCCN(C(=O)c2cc3c(=O)n4ccccc4nc3s2)C1 (configuration not stated)	4	-7	1	103	-2	0.0	2	6	3	1
30	Cc1cc(=O)oc(C)c1C(=O)N[C@@H]1CCCCNC1=O	3	nt	0	106	-5	0.1	4	1	2	-2
31	Cc1cc(SCC(=O)c2cccs2)n2nc(C)c(-c3ccc(Cl)cc3)c2n1	-8	-3	0	99	-2	-0.3	-4	20	-8	8
32	Cc1c(Cl)cccc1-c1ccc(C(=O)N2CCN(c3ccc([N+](=O)[O-])cc3)CC2)o1	14	nt	58*	103	0	1.7	4	-4	5	-2
33	Cc1ccc(CNC(=O)CCNS(=O)(=O)c2ccc(Br)s2)cc1	6	3	-2	98	-4	0.6	1	-6	-2	-4
34	CC1=Nn2c(nc3sc4c(c3c2=O)CCCC4)SC1	1	-1	1	98	1	-1.8	0	-1	2	1
35	Cc1nc2ccccc2c(=O)n1-c1cccc(NS(=O)(=O)c2ccccc2)c1	1	-3	11	103	-3	-1.8	-1	-2	4	-10
36	CN1CCCC(OC(=O)c2cc(Cl)cc(Cl)c2)C1 (configuration not stated)	-3	-2	-1	89	3	-1.9	-3	-5	-5	4
37	O=C(NCC(=O)N1CCCC1)c1ccc(Br)cc1	11	-4	-1	102	2	-0.5	1	1	3	0
38	O=C(NCc1ccccn1)C1CCN(S(=O)(=O)c2ccccc2F)CC1	0	-5	0	102	-4	-1.1	2	0	0	2
39	Cc1cccc(N2CCN(C(=O)C3CCN(S(=O)(=O)c4c(C)noc4C)CC3)CC2)c1C	4	-7	1	94	4	-1.3	-1	-1	0	3
40	COc1ccc2sc(-c3ccc(S(C)(=O)=O)cc3)c(C#Cc3cncn3C)c2c1	-4	-13	-6	91	2	35*	-1	26	12	13
41	Cc1ccc(C)c(CSc2ccc3nnc(-c4ccccn4)n3n2)c1	-3	-2	0	91	-5	-0.1	0	0	-6	3
42	COc1cccc(C(=O)NC(=S)Nc2ccc(Cl)c(C(=O)O)c2)c1	9	nt	-1	93	0	-0.4	-3	0	2	6
43	CCn1c(CSc2nnc(-c3ccncc3)n2C)nc2cc(C(=O)O)ccc21	-1	0	0	98	3	-1.4	-1	-5	-1	0
44	Cn1c(NCCN2CCOCC2)nc2c1c(=O)n(Cc1cccc(Cl)c1)c(=O)n2C	2	nt	1	99	-5	1.0	-2	16	0	2
45	Cc1cccc(C)c1N1CCN(C(=O)c2ccc3c(c2)OCO3)CC1	-5	-5	-2	92	5	-0.8	1	5	-3	-2
46	CCOc1cc(C(=O)NCc2ccc3c(c2)OCO3)cc(OCC)c1OCC	-7	2	-5	90	-1	0.2	0	4	3	-1
47	CCCCc1cc(=O)oc2cc(OCC(=O)Nc3ccccn3)ccc12	1	-15	3	100	4	0.6	0	-10	7	3
48	CCNc1sc(S(C)(=O)=O)nc1S(=O)(=O)c1ccc(Cl)cc1	-12	-1	-2	97	-1	-2.3	-3	4	1	0
49	COc1ccc(OCC(=O)Nc2ccc3nc(C)sc3c2)cc1	2	-2	-1	99	5	-3.2	0	-3	5	0

2 entries picked at random from those above, as already listed:
item	molecule	PDI turbidity	CaV13 ICDI inh	Exocytosis inh	ABCB6 inh MLPCN	m5-HT2A agonist	MC4R barr agon	Glyco luc inh	Cardio protect	MC4R antagonist	ABHD5 PLIN5 PPI
40	COc1ccc2sc(-c3ccc(S(C)(=O)=O)cc3)c(C#Cc3cncn3C)c2c1	-4	-13	-6	91	2	35*	-1	26	12	13
46	CCOc1cc(C(=O)NCc2ccc3c(c2)OCO3)cc(OCC)c1OCC	-7	2	-5	90	-1	0.2	0	4	3	-1

Complete entries, looked up by structure. Order of values: PDI turbidity, CaV13 ICDI inh, Exocytosis inh, ABCB6 inh MLPCN, m5-HT2A agonist, MC4R barr agon, Glyco luc inh, Cardio protect, MC4R antagonist, ABHD5 PLIN5 PPI
`CCn1c(CSc2nnc(-c3ccncc3)n2C)nc2cc(C(=O)O)ccc21` is entered as -1, 0, 0, 98, 3, -1.4, -1, -5, -1, 0
`Cc1cc(SCC(=O)c2cccs2)n2nc(C)c(-c3ccc(Cl)cc3)c2n1` is entered as -8, -3, 0, 99, -2, -0.3, -4, 20, -8, 8

Entries by screen from the list:
ABHD5 PLIN5 PPI, compounds 34–45, in order: 1, -10, 4, 0, 2, 3, 13, 3, 6, 0, 2, -2
